T cell modulator: modulators of CD8 T cell-vesicle binding, primary screen, mouse 2C CD8+ T cells, flow cytometry; 2C CD8+ T cell-vesicle binding; active compounds read low; calls only at 7 µM; 0.068% of 330,000 active;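 active means response, share of CD8 T cells binding vesicles, and their 90th percentile fluorescence all below set limits, cut at about 80% in these data, passing the limit was not always enough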
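Assay system: 2C TCR transgenic mouse naive CD8+ T cells, MACS-purified | Read-out: CD8+ gate FL2 mean fluorescence as % of same-row positive control | Signal: High-throughput flow cytometry with anti-B7-1 and anti-CD8 staining | Timing: Binding step 1.5 h, 37 °C, antibody labelling 20 min, ice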
Myeloid diff 2: induction of myeloid progenitor differentiation, primary screen, cell-based, flow cytometry, MLPCN library. ER-HoxA9 myeloid progenitors, lysozyme-GFP differentiation. calls only at 10 µM. 1% of 360,000 active;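 active means normalized GFP-positive differentiation at or above the plate's own cutoff, the solvent-only control mean plus 3 SD; inconclusive means no clear call, values can overlap the other calls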;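 further: cells exposed to compound for four days before flow analysis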
TNAP activators: human TNAP enzyme activators, primary screen, biochemical, luminescent, no phosphate acceptor, uHTS (AID 1001) | purified TNAP, luminescent activation assay, no phosphate acceptor; higher activation fold means a stronger effect | activation fold at 20 µM, or EC50 in µM where a hit was titrated | Alkaline phosphatase, tissue-nonspecific isozyme (Homo sapiens) | 0.03% of 200,000 active; in the data active means activation fold from about 3, or a potency from the dose series; inactive means the rest, 99 in 100 with activation fold below about 1.6; further: many of its hits are not listed in these tables
RSV antiviral HEp-2: RSV antiviral activity via CPE protection, HEp-2 cells, primary 10 µM value included (AID 2391). HEp-2 cells, RSV-induced CPE inhibition; higher % means a stronger effect. 0.13% of 310,000 active. one-dose CPE inhibition, % at 10 µM; IC50 in µM for titrated hits; in the data active means a potency from the dose series; inconclusive means CPE inhibition mostly from about 23% at the one dose, without a potency; inactive means the rest, 99 in 100 with CPE inhibition below about 21%; further: strong numbers were not always called active
K1F lysis inhibition: inhibition of K1F phage lysis, E. coli UTI89, bacterial capsule biogenesis inhibitors, alamar blue (AID 488966) | E. coli UTI89 K1F phage lysis, alamar blue, 2 h; higher % means a stronger effect | inhibition, % at 100 µM, or IC50 in µM where a hit was titrated | 0.02% of 340,000 active;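 active means phage lysis inhibition, versus mean bacterial control, above a set limit; inconclusive means no clear call, values can overlap the other calls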;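 further: capsule biogenesis inhibitors block K1F phage lysis so surviving cells raise fluorescence; higher fluorescence means more inhibition of phage lysis; actives were called in the ten point dose series up to 300 µM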
MgcRacGAP inhibition: MgcRacGAP GTPase-activating activity inhibitors, confirmation, biochemical, ADP Hunter fluorescence. MgcRacGAP-stimulated Rac1 GTP hydrolysis, ADP Hunter fluorescence; higher % means a stronger effect; GST-tagged Rac1 F28L mutant substrate. one-dose inhibition, % at 30 µM; IC50 in µM for titrated hits. 0.6% of 340,000 active. Rac GTPase-activating protein 1 (Homo sapiens). AID 624330, 2012;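 active means first-screen hits whose inhibition reached a set limit at any dose in the follow-up dose series; inconclusive means inhibition above the set first-screen limit but never retested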;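 further: fluorescence reports GDP produced by GAP-driven GTP hydrolysis; strong numbers were not always called active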
NTR1 ag: agonists of NTR1, primary screen, imaging, U2OS cells, beta-arrestin-GFP, high content (AID 493036); activation, % at 20 µM; NTR1-U2OS beta-arrestin-GFP spot imaging, agonist mode; 0.17% of 330,000 active; Neurotensin receptor type 1 (Homo sapiens), P30989;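 active means activation at or above 40% of the spot to cytoplasm intensity ratio, with at least 20 cells analyzed; inconclusive means wells under 20 cells, flagged as cytotoxic or low count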;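 further: 0% = DMSO without peptide and 100% = 100 nM NTR1 peptide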
Target sequence (P30989 whole entry, looked up): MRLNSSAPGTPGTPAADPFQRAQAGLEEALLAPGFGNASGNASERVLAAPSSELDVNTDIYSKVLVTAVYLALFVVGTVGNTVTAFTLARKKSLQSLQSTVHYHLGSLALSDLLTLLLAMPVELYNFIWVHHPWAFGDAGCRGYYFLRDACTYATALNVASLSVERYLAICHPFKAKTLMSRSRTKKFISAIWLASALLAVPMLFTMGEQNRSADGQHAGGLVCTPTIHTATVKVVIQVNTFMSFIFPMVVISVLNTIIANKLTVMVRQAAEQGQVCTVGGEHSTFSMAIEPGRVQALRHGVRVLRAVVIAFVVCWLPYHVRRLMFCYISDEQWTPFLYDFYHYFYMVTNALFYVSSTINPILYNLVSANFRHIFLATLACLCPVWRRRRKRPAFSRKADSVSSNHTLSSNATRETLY
Large T inhibition: SV40 large T antigen inhibitors, biochemical (AID 1903) | SV40 large T antigen ATPase/helicase inhibition assay; higher % means a stronger effect | inhibition, % at 20 µM; hits with a dose series show IC50 in µM | 0.39% of 310,000 active; in the data active means a potency from the dose series; inconclusive means inhibition mostly from about 32% at the one dose, without a potency; inactive means the rest, 99 in 100 with inhibition below about 32%; further: strong numbers were not always called active
Salmonella PhoP GFP: inhibitors of PhoP regulon expression, primary screen, Salmonella Typhimurium, GFP reporter (AID 1863) | S. Typhimurium PhoP-regulated promoter GFP reporter, 4 h; higher % means a stronger effect | inhibition, % at 50 µM, or IC50 in µM where a hit was titrated | 0.16% of 300,000 active;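 active means inhibition over 29.93%, a cutoff 3 SD above the screen mean, later confirmed by dose response; inconclusive means inhibition over 29.93% but no dose response follow-up; inactive means inhibition at most 29.93% or unconfirmed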;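 further: 0% = low Mg2+ inducing control and 100% = high Mg2+ repressing control; strong numbers were not always called active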
T cell modulator vesicle-bound %: second read-out of T cell modulator, no call of its own (marks repeat the call); double positive events, %; measured here: CD8+ vesicle-bound cell fraction;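 binding gate set so that unloaded-vesicle control wells show 10% double positive cells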
NTR1 ag cell count 20 µM: recorded beside NTR1 ag, whose call it bears; cell count; measured here: cell count, cytotoxicity flag
Myeloid diff 2 GFP+ MAC1+ %: also measured in Myeloid diff 2; calls as there; GFP+ MAC1+ double positive, %; measured here: differentiation confirmed by MAC1 staining
Starred values were filed as active, the others as inactive; i = inactive; ? = inconclusive; . = not tested or not shown; + = active, no number; [ ] = remark or other dose.

Screens in order: T cell modulator | T cell modulator vesicle-bound % | Myeloid diff 2 | Myeloid diff 2 GFP+ MAC1+ % | TNAP activators | RSV antiviral HEp-2 | K1F lysis inhibition | MgcRacGAP inhibition | NTR1 ag | NTR1 ag cell count 20 µM | Large T inhibition | Salmonella PhoP GFP
- CC(=O)Nc1ccc(S(=O)(=O)N2CCC(C(=O)NCc3ccncc3)CC2)cc1
→ i | 29 | i | 1.8 | . | 1.2% | 0.2% | -4% | 1.5 | 55 | 8% | -11%
- Cc1cc(C)c2c(=O)[nH]c(SCC(=O)Nc3ccccc3)nc2n1
→ i | 71 | i | 0.0 | 1.1 | 1.4% | -0.2% | 2% | -0.5 | 67 | -7% | 11%
- CC(C)[C@H](NC(N)=O)C(=O)NNC(=O)COc1cccc(C(F)(F)F)c1
→ i | 25 | i | 0.3 | . | 2.6% | 0.0% | 11% | 1.1 | 53 | 18% | .
- Cc1ccc(C(=O)N/C(=C\c2cccnc2)c2nc3ccccc3[nH]2)cc1
→ i | 52 | i | 0.3 | 1.1 | 2.9% | -1.1%[50 µM] | -1% | 2.4 | 43 | 3% | 12%
- Cc1ccc(NC(=O)c2cc(S(=O)(=O)N3CCOCC3)ccc2F)c(C)c1
→ i | 12 | i | 4.0 | 1.1 | 0.4% | 0.6% | 9% | 1.3 | 87 | 7% | -10%
- COC(=O)CCCn1c(C)cc(C(=O)CCl)c1C
→ i | 34 | i | 0.2 | 1 | -1.1% | -0.5% | 6% | -1.0 | 67 | 1% | -2%
- COc1ccc(C(=O)N/N=C2\CCS(=O)(=O)c3ccc(F)cc32)cc1OC
→ i | 48 | i | 0.9 | . | 0.9% | 1.5%[50 µM] | 6% | 1.7 | 58 | 6% | 0%
- Cc1cc(Cl)nc(-n2nc(C)cc2C)n1
→ i | 31 | i | 0.6 | . | . | . | . | 1.9 | 49 | 4% | -2%
- CCOC(=O)c1[nH]c(=O)c2ccccc2c1O
→ i | 8 | i | 8.3 | 1 | 0.8% | 9.1% | 3% | 1.1 | 89 | 17% | -6%
- Cc1cc(N2CCN(c3ccccc3F)CC2)nc2cc(O)ccc12
→ i | 40 | i | 0.4 | 0.9 | 11% | 8.4% | 6% | -1.8 | 95 | 19% | -8%
- CCOc1ccc(N(CC(=O)Nc2ccc(OC)cc2)C2=NC3CS(=O)(=O)CC3S2)cc1 (centres undefined)
→ i | 36 | i | 2.9 | . | 1.5% | -1.0% | 19% | 0.0 | 56 | 1% | .
- C=CCC(NCc1ccccc1)c1ccc(Cl)cc1 (centres undefined)
→ i | 46 | i | 0.2 | 0.9 | -0.3% | 4.8% | -1% | -1.0 | 42 | 37% | -19%
- O=C(CSc1nncs1)NC(=O)Nc1ccc2c(c1)OCCO2
→ i | 11 | i | 0.4 | . | 1.8% | 0.2% | 9% | -0.9 | 44 | 1% | -8%
- Cc1ccc(S(=O)(=O)c2cn(C)c3cc(N4CCOCC4)c(F)cc3c2=O)cc1
→ i | 34 | i | 0.6 | . | 1.7% | 0.3% | 10% | -1.0 | 66 | 9% | 1%
- O=C(COc1coc(CN2CCc3ccccc32)cc1=O)Nc1cccc(F)c1
→ i | 44 | i | 0.2 | . | -0.9% | -1.1% | 5% | 0.0 | 41 | 8% | 3%
- CC(NC(=O)c1ccc(F)cc1)C(c1cccs1)N1CCN(C)CC1 (centres undefined)
→ i | 61 | i | 1.0 | 1.1 | 2.6% | 7.0% | 11% | 1.1 | 51 | 4% | 5%
- COc1ccc(/C=N/NC(=O)c2cccs2)c2ccccc12
→ i | 28 | i | 0.1 | . | 11% | 0.7% | 10% | 15 | 44 | 18% | .
- COC(=O)c1c(NC(=O)c2c(OC)cccc2OC)sc2c1C(C(=O)OC)CC2 (centres undefined)
→ i | 25 | i | 0.4 | . | 22% | 0.2% | 11% | 0.6 | 55 | 17% | 3%
- C[C@@H]1CN(C2CCN(Cc3nc(CC4CC4)no3)CC2)C[C@H](C)O1
→ i | 41 | i | 0.1 | 1.1 | 0.1% | 0.1% | 3% | 1.4 | 53 | -9% | 8%
- O=C(NC1CCCCCC1)C1CCCN(S(=O)(=O)c2cnc[nH]2)C1 (centres undefined)
→ i | 47 | i | 1.3 | 1.1 | 2.7% | 2.0% | 1% | -0.1 | 71 | -1% | 0%
- COc1cc(/C=C2\C(=N)N3N=C(S(=O)(=O)CC(C)C)SC3=NC2=O)ccc1OC(=O)c1ccco1
→ i | 58 | . | . | . | -1.5% | . | . | 0.9 | 58 | 49% | -4%
- O=C(NNC(=O)C12CC3CC(CC(Br)(C3)C1)C2)c1ccccc1F
→ i | 6 | i | 0.6 | . | . | 1.1%[50 µM] | 8% | -2.2 | 63 | . | .
- Cc1ccc(S(=O)(=O)Nc2c(C(=O)O)[nH]c3ccccc23)c(C)c1
→ i | 6 | i | 2.2 | . | 2.3% | 0.0% | 8% | -1.2 | 53 | 16% | -7%
- COc1cc(/C=C2/C(=N)N3C(=NC2=O)SN=C3S(C)(=O)=O)ccc1OS(=O)(=O)c1ccc(C)cc1
→ i | 58 | i | 0.3 | . | 1.2% | -0.5% | 12% | 0.0 | 75 | 53% | -7%
- COc1ccccc1OCC(=O)Nc1ccc(S(=O)(=O)Nc2onc(C)c2C)cc1
→ i | 4 | i | 4.4 | . | 0.7% | 0.9% | 3% | -1.1 | 60 | 13% | 1%
- Cc1cccc(C(=O)Oc2ccc(/C=N/NC(=O)c3cc(O)cc(O)c3)cc2)c1
→ i | 65 | i | 0.4 | . | 11% | 9.1%[50 µM] | 11% | 19 | 67 | 16% | 6%
- C(=C\c1nc(N2CCCC2)c2ccccc2n1)/c1ccccc1
→ i | 65 | i | 1.1 | 1.1 | 11% | 0.7%[50 µM] | -8% | 32 | 82 | -2% | -32%
- COc1ccc(NS(=O)(=O)c2c(C(=O)N3CCCCCC3)c(C)n(C)c2C)cc1
→ i | 16 | i | 2.2 | . | -0.3% | 0.2% | 1% | -0.6 | 65 | 1% | 8%
- O=C(Nc1cccc(NC(=O)C2C3CC4OC(=O)C2C4C3)c1)c1ccccc1 (centres undefined)
→ i | 29 | i | 0.5 | 1.1 | 4.2% | 3.3% | 4% | 1.0 | 63 | -3% | -7%
- Cc1c(C(c2ccc([N+](=O)[O-])cc2)c2c(C)n(C)n(-c3ccccc3)c2=O)c(=O)n(-c2ccccc2)n1C
→ i | 32 | i | 0.5 | 1.1 | -0.1% | -0.3% | 13% | 4.3 | 32 | 6% | 5%
- COc1ccc2cc(-c3cc(C(=O)OCC(=O)NC4CCS(=O)(=O)C4)c4ccccc4n3)ccc2c1 (centres undefined)
→ i | 45 | i | 0.2 | 1.1 | 3.0% | 3.8% | 9% | . | . | 52% | -18%
- CCCc1cc2c(=O)c(-c3ccccn3)coc2cc1OC
→ . | . | i | 1.2 | 1.1 | 2.4% | 3.8% | 6% | 3.9 | 57 | 4% | 13%
- Cc1cccc(N2CCN(C(=O)Cc3ccc(-n4c(=O)[nH]c5ccsc5c4=O)cc3)CC2)c1C
→ i | 50 | i | 0.3 | 1 | 40% | 6.5%[50 µM] | -2% | 3.3 | 43 | 3% | -4%
- Cc1ccc(CNC(=O)C2CCC(=O)N(CCc3ccc(Cl)cc3)C2)s1 (centres undefined)
→ i | 14 | i | 1.1 | . | 0.7% | -0.3%[50 µM] | 10% | 1.1 | 60 | 7% | 6%
- O=C(Nc1nc(NC(=O)c2ccco2)n(-c2ccccc2)n1)c1ccccc1
→ i | 22 | ? | . | 1.1 | -1.6% | 0.5% | 6% | 0.5 | 43 | -4% | 21%
- Cc1cc2c(c(N)n1)c(=O)oc1ccccc12
→ i | 49 | i | 1.3 | 1.1 | 5.3% | 1.6% | 8% | 0.1 | 45 | 5% | 0%
- O=C(c1ccc(NS(=O)(=O)c2ccccc2)cc1)N1CCCC1
→ i | 42 | i | 0.4 | 1.1 | -1.0% | 1.5% | 6% | 0.3 | 42 | 1% | 10%
- CC1=C(C(=O)N2CCCC(C(=O)c3cccc(C(F)(F)F)c3)C2)OCCO1 (centres undefined)
→ i | 44 | i | 0.2 | 1 | 16% | 0.2% | 8% | 0.6 | 76 | 5% | 8%
- O=C(Cc1c(C(=O)O)[nH]c2ccccc12)Nc1ccc2c(c1)OCO2
→ i | 29 | i | 2.0 | 1.1 | 1.3% | 0.0% | 8% | 1.3 | 64 | 7% | -15%
- O=C1OCc2cc(-n3cccc3)ccc21
→ i | 35 | i | 0.3 | 1.1 | 6.2% | 0.3% | 8% | -0.6 | 63 | 3% | 3%
- C=CCSc1nnc(NC(=O)c2ccc(S(=O)(=O)NCC3CCCO3)cc2)s1 (centres undefined)
→ . | . | i | 7.0 | 1 | -0.4% | 0.2% | 7% | 2.5 | 65 | 0% | -13%
- COC(=O)C1=C(C(=O)OC)SC(=C2C(=S)C(C)(C)N(C(=O)CC(C)C)c3ccccc32)S1
→ i | 28 | i | 4.4 | 0.9 | . | 7.5% | -1% | 7.1 | 74 | -2% | 2%
- Cc1cc2nc(-c3ccc(SCC(=O)Nc4nccs4)nc3)[nH]c2cc1C
→ . | . | i | 0.7 | 1.1 | . | 1.2%[50 µM] | 7% | . | . | 11% | 16%
- O=C1C2C3C=CC(CO)(O3)C2C(=O)N1c1ccc(-c2ccccc2)cc1 (centres undefined)
→ i | 10 | . | . | 1.1 | 7.7% | . | . | -0.9 | 73 | . | .
- O=C(COC(=O)c1n[nH]c2ccccc12)Nc1ccc(Cl)cc1[N+](=O)[O-]
→ i | 22 | i | 0.4 | 1.1 | 0.0% | -0.9% | 6% | 10 | 87 | -1% | -7%
- Cc1ccc(-c2nnc(N3CCN(C(=O)COc4cccc(C)c4)CC3)c3ccccc23)cc1
→ i | 6 | + | 0.2* | . | . | -0.3% | 2% | 14 | 38 | 14% | -6%

From PubChem
